# PLCb3 inh: inhibitors of human phospholipase C beta3 | inhibition, % at 12.2 µM | Purified PLC-beta3, fluorogenic substrate, fluorescence | AID 720704 | actives 0.18% (n = 370,000) | Q01970; in the data active means inhibition above about 11%;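 further: 0% = median of compound wells on plate and 100% = full blocker control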
# ssDAF12 agonist: activates DAF-12 receptor from parasite S. stercoralis | actives 1% (n = 370,000) | activation, % at 6.8 µM | HEK293 ssDAF-12/GRIP1 lit1-tk-luc reporter, luminescence; % of 3 µM dafachronic acid response;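 active means activation above the mean over all tested compounds plus 3 SD, cut at about 0.9% in these data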;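 further: 0% = DMSO-only wells and 100% = 3 µM delta7-dafachronic acid wells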
# MBD2 DNA inh: blocks human MBD2 binding to methylated DNA | Q9UBB5 | TR-FRET, MBD2 binding to methylated oligonucleotide | inhibition, % at 4.4 µM | actives 0.31% (n = 370,000) | AID 686964; in the data active means inhibition above about 13%
# DAX1 inh-1: NR0B1 (DAX1) inhibition; HEK293 Gal4-DAX1 luciferase reporter, luminescence; inhibition, % at 6.75 µM; actives 0.99% (n = 340,000); AID 504766;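 active means inhibition above the mean over all tested compounds plus 3 SD, cut at about 4.2% in these data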;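 further: 0% = DAX1-transfected cells with DMSO and 100% = empty-vector control cells with DMSO; inhibition shows as a rise in luminescence from relieved DAX1 repression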
# Target sequence (P51843 207-470 limits assumed): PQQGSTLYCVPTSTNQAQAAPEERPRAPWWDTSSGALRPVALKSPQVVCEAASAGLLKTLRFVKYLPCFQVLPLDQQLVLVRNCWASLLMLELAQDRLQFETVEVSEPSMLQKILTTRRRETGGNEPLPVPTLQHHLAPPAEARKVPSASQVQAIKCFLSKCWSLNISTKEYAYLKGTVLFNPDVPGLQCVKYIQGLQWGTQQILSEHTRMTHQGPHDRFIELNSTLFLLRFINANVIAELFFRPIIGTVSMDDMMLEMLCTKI
# NR1D1 modulator: modulators of human Rev-erb alpha DNA binding; Rev-erbα–FITC-DNA binding, fluorescence polarization, 90 min; activity, % at 10 µM; actives 0.79% (n = 370,000);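 active means activity above about 14%, limit read from the data; passing the limit was not always enough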;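 further: 0% = DMSO wells with 35 nM protein and 100% = DMSO wells with 750 nM protein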
# Target sequence (P20393 whole entry, looked up): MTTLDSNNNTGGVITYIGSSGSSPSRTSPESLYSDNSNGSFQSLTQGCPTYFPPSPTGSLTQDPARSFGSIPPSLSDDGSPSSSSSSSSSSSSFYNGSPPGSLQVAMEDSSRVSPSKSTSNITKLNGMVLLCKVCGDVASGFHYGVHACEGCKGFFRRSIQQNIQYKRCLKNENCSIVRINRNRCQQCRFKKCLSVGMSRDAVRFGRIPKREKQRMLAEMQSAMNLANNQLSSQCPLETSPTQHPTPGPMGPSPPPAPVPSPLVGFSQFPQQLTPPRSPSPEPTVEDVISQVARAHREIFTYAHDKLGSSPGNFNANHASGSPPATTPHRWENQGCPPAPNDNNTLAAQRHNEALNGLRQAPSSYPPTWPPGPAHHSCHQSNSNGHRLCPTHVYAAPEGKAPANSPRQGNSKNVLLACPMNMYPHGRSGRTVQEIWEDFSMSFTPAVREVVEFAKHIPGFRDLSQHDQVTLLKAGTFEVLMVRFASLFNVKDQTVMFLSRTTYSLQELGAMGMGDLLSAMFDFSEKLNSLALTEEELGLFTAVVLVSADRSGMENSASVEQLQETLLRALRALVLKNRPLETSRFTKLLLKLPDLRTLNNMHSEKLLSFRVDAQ
# hgDAF-12 ag: agonists of H. glycines DAF-12 nuclear receptor | HEK293 GAL4-hgDAF12 UAS-luciferase reporter, agonist luminescence; normalized to butyrate control | activation, % at 6.8 µM | actives 1.8% (n = 370,000);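 active means activation above a cutoff set at the mean of all screened compounds plus 3 SD, cut at about 10% in these data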;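 further: 0% = DMSO wells and 100% = sodium butyrate wells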
# ADAM17 inh: ADAM17 inhibition, QFRET primary screen | P78536 | recombinant ADAM17, EDANS/DABCYL FRET peptide cleavage | inhibition, % at 6.95 µM | actives 0.83% (n = 370,000) | AID 720648;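 active means inhibition above the mean of compounds lying between control limits plus 3 SD, set per campaign, cut at about 8.5% in these data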;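 further: 0% = DMSO-only wells as the low control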
# hcDAF-12 act: H. contortus DAF-12 activation, primary screen; actives 1.4% (n = 370,000); AID 652067; HEK293 hcDAF-12 lit1-tk-luc reporter, luminescence; 0% DMSO, 100% Δ7-dafachronic acid; activation, % at 6.8 µM;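 active means activation above the mean of all tested compounds plus 3 SD, cut at about 5.5% in these data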;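 further: 100% = response to 3 µM Δ7-dafachronic acid high control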
# PLC-gamma1 inh: PLC-gamma1 (human) inhibition, primary screen | purified PLC-gamma1, fluorogenic substrate, fluorescence | inhibition, % at 12.2 µM | actives 0.84% (n = 370,000) | AID 720700; in the data active means inhibition above about 9.5%
# SMARCA2 activ: SMARCA2 function activation, primary screen | MG213 cells, MMTV-luciferase reporter, dexamethasone, overnight | actives 1% (n = 370,000) | activation, % at 9.1 µM; in the data active means activation above about 7.8%;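 further: 0% = vehicle wells and 100% = reference activator wells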
# DAX1 inh-2: inhibitors of DAX1 repression of SF-1 activated StAR promoter; HEK293T StAR-luciferase reporter, SF-1/DAX-1 repression relief; inhibition, % at 6.8 µM; actives 1.1% (n = 370,000); AID 652010;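 active means inhibition above the mean over all tested compounds plus 3 SD, cut at about 3.6% in these data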;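 further: 0% = DAX-1 cells with DMSO and 100% = cells lacking DAX-1 with DMSO; higher inhibition means more luminescence from relief of DAX-1 repression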
# Starred values were filed as active, the others as inactive; i = inactive; nt = not tested or not shown. Compounds were not picked by outcome; about 7.4% have a hit in one of these screens.
SMILES,PLCb3 inh,ssDAF12 agonist,MBD2 DNA inh,DAX1 inh-1,NR1D1 modulator,hgDAF-12 ag,ADAM17 inh,hcDAF-12 act,PLC-gamma1 inh,SMARCA2 activ,DAX1 inh-2
COc1ccc(CCCc2nnc(SCC(=O)N/N=C\c3ccc(O)c(OC)c3)o2)cc1C,3,-1.1,0,-1.0,0,1.2,1,-1.1,3,-1,-0.2
CCOC(OCC)c1cn(Cc2ccc(C(=O)c3ccccc3)cc2)nn1,-1,-1.4,7,-1.1,-4,1.1,-1,-1.2,0,-1,-0.7
O=S(=O)(c1ccc(C2CCCCC2)cc1)N1CCCC1,0,-1.5,2,0.1,2,3.2,1,-1.3,4,-3,-1.2
O=C(CSc1nc(=O)n2ccccc2n1)NC1CCCCC1,-4,-1.1,-2,0.9,-6,-1.0,-3,-1.4,-1,-3,-0.2
CCN(CC)S(=O)(=O)c1ccc2nc(NC(=O)c3ccco3)sc2c1,-69,-0.8,3,1.6,-2,6.7,0,0.9,-69,2,1.5
CCCNCc1cc(OCC)c(OCC(=O)Nc2ccccc2)cc1Br,-2,-1.0,1,2.7,5,-0.5,1,1.1,2,6,1.6
Cc1sc(NC(=O)CSc2nnc3scc(-c4ccccc4)n23)c(C#N)c1C,0,-1.0,-6,-0.2,-11,0.2,3,-1.6,2,-2,0.1
COC(=O)c1ccc(C(=O)N2CCCC(Nc3ccc(C(C)C)cc3)C2)nc1 (stereo unspecified),-11,-0.3,-4,0.2,-1,1.3,-3,-2.1,-3,-2,-0.1
O=C(NC1CCCCN(Cc2cccc(Cl)c2)C1=O)c1cccs1 (stereo unspecified),0,-1.5,3,nt,-5,-2.9,7,0.1,4,-6,0.0
CCc1ccc(S(=O)(=O)/N=C2\C=C(Nc3ccc(C(=O)O)cc3)C(=O)c3ccccc32)cc1,-1,-1.1,-6,-1.5,-18,-4.8,2,-0.1,6,-5,-1.3
Cc1cc(-n2c(C)cc(C(=O)CN3C(=O)NC4(CCCCCC4)C3=O)c2C)no1,-1,-2.1,-7,-1.7,-2,-1.3,1,-2.9,1,0,-0.3
O=C(Nc1cccc2ccccc12)/C(=C/c1ccc([N+](=O)[O-])cc1)NC(=O)c1ccccc1,-1,-0.4,0,-1.4,3,-0.9,-2,1.2,0,-3,-0.4
COc1ccc(N(C)S(=O)(=O)c2cccc(C(=O)OCC(=O)N3CC(C)CC(C)C3)c2)cc1 (stereo unspecified),0,-1.6,5,0.6,2,-1.1,-2,-2.5,2,-1,-0.9
O=c1oc(Cl)c(Cl)c2ccccc12,4,0.0,-1,1.3,1,2.8,0,0.4,5,-7,1.1
CCOC(=O)C1(CCOC)CCN(Cc2nc(C(C)C)cs2)CC1,0,-1.5,1,1.0,0,6.8,-3,2.3,1,-4,2.0
CC(C)(C)OC(=O)NCC1CCC(C(=O)NC[C@H](CC(=O)O)c2ccc(Cl)cc2)CC1 (stereo partly specified),-4,-0.7,-2,-0.6,-3,-0.3,-1,-2.1,1,1,-0.2
COc1ccc(-n2c(=O)[nH]cc(C(=O)N3CCCc4ccccc43)c2=O)cc1,0,-0.6,-2,-0.8,3,2.0,-3,-1.1,1,-3,0.3
Cc1sc2nc(C)n(/N=C/N(C)C)c(=O)c2c1C,-5,-1.8,-3,1.7,5,-2.4,-5,-1.2,1,-3,-0.1
Cc1c(C)n(Cc2ccccc2)c2ccc(C(=O)NCCN3CCOCC3)cc12,-22,-1.4,0,0.0,-7,-2.5,-2,3.8,-11,0,-0.3
CSCC[C@H](NC(=O)N1CCn2c1nc1ccccc12)C(=O)NCc1ccco1,-10,-0.8,-1,0.4,-4,-2.6,0,0.9,3,3,0.2
Cc1ccccc1C(=O)NNC(=O)c1ccoc1C,1,-1.2,-2,1.8,-1,2.0,-3,-1.2,0,-2,0.0
COc1ccccc1/C=C(/CC(=O)NCc1ccccc1)c1nc2ccccc2s1,-28,-0.5,1,-0.7,-5,-0.7,-2,1.5,-24,-3,-0.5
O=C(Oc1cccc([N+](=O)[O-])c1)N1CCCCC1,0,-1.6,-3,1.2,-5,-0.4,-2,1.3,3,0,-0.4
COc1ccc(CNC(=O)C(C)OC(=O)CCN2C(=O)C3CC=CCC3C2=O)cc1 (stereo unspecified),-7,-0.1,-2,2.9,2,-0.8,-1,-1.1,-9,0,0.1
COc1ccccc1CN1CCNC(=O)C1CC(=O)NCC1CCOCC1 (stereo unspecified),-22,-0.9,-1,0.1,-1,0.4,-3,-1.9,-5,0,1.4

# Some values from the results shown.
# O=C(Nc1cccc2ccccc12)/C(=C/c1ccc([N+](=O)[O-])cc1)NC(=O)c1ccccc1 in NR1D1 modulator has 3
# Cc1ccccc1C(=O)NNC(=O)c1ccoc1C in ssDAF12 agonist has -1.2
# O=c1oc(Cl)c(Cl)c2ccccc12 in DAX1 inh-1 has 1.3
# COc1ccccc1/C=C(/CC(=O)NCc1ccccc1)c1nc2ccccc2s1 in SMARCA2 activ has -3

# Carrying on:
SMILES,PLCb3 inh,ssDAF12 agonist,MBD2 DNA inh,DAX1 inh-1,NR1D1 modulator,hgDAF-12 ag,ADAM17 inh,hcDAF-12 act,PLC-gamma1 inh,SMARCA2 activ,DAX1 inh-2
N#CCc1ccc(OC(=O)c2cccnc2Cl)cc1,1,-0.6,2,2.5,2,8.1,-6,2.1,-1,6,0.8
C=CCn1c(SCC(=O)NCc2ccco2)nnc1C1CCCCC1,-5,-1.2,-8,0.2,-1,-1.3,-4,-0.4,0,-3,1.9
O=C(CN1CCSCC1)N/N=C/c1ccc(Cl)cc1,-4,1.5*,-3,nt,7,-0.9,-4,0.2,3,2,-0.4
Clc1ccc(N2CCOCC2)nn1,-2,-1.4,7,0.3,-6,0.7,-3,-1.7,0,-3,-0.1
Cc1cc(C)c2cc(CN(CCN(C)C)C(=O)Nc3ccccc3Cl)c(=O)[nH]c2c1,-6,-0.8,1,0.3,-6,2.8,-4,-0.5,-6,-2,1.8
Cc1cc(-n2c(C)c3c(C)nnc(C)c3c2C)ccc1N,-17,-2.1,-5,nt,-2,-4.2,4,-2.5,-19,-5,-0.1
Cc1cccn2c(=O)c3cc(C(=O)NCCc4ccccc4)c(=N)n(CC4CCCO4)c3nc12 (stereo unspecified),-363,-0.8,0,1.0,3,1.4,i,-2.6,-243,5,0.8
CC(C)(C)N(Cc1cc2ccccc2[nH]c1=O)C(=O)c1cccc([N+](=O)[O-])c1,0,-0.4,-3,3.4,3,7.0,-2,0.8,0,-1,-0.6
COCCn1c(-c2ccc(C)cc2)nc2oc3cc(OC)ccc3c(=O)c2c1=O,-9,-1.1,-2,-1.5,1,-2.0,-3,-0.1,-6,-2,-0.6
O=[N+]([O-])c1cccc(-c2nnc(CNC3CC3)o2)c1,-5,-0.9,2,-1.3,4,-4.1,-1,-0.8,-1,0,-1.0
O=C(N=C1SC2CS(=O)(=O)CC2N1c1ccc(Br)cc1F)C1CC1 (stereo unspecified),-7,-1.0,-2,0.3,4,-2.0,4,0.9,-1,-4,0.1
O=C(O)c1nn(CCOc2c(Cl)cccc2Cl)c(=O)c2ccccc12,-1,-1.1,4,-1.2,9,-5.8,-1,-4.8,2,2,-0.5
CNC(=O)COC(=O)c1ccccc1NC(=O)c1ccco1,-10,-2.0,5,-0.8,11,4.0,-6,-1.1,-7,-2,0.2
Cc1cc(N2CCC(C(=O)NCC3CC3)CC2)nc(-c2ccccc2)n1,1,-1.3,1,-0.5,1,-0.4,-3,-1.1,0,-4,-0.9
CC(C)[C@H](NC(=O)C1(c2ccccc2)CCN(C(=O)OC(C)(C)C)CC1)C(=O)O,3,-1.0,0,-0.4,-5,1.8,-1,-1.1,-1,-2,0.0
C=CCN(CC=C)Cc1nc(N)nc(Nc2ccccc2C)n1,0,-1.4,2,1.0,3,-1.8,1,-0.5,1,-2,-0.9
O=C(CCC1CCCN(C(=O)c2ccsc2)C1)NCc1ccc(F)c(F)c1 (stereo unspecified),-6,-0.9,3,-0.8,-3,0.1,-2,-0.9,-1,-2,0.2
O=C(NCCCN1CCOCC1)C(=O)N/N=C/c1ccccc1Cl,-3,-0.6,6,2.9,-5,-0.4,2,-1.4,2,-1,0.8
CC1CCC(NC(=O)c2cccc(S(=O)(=O)NCc3ccccc3)c2)CC1 (stereo unspecified),-2,-1.0,-4,0.1,-5,3.9,-1,-1.7,4,-1,-0.9
Fc1ccc(C2CC(c3ccc(F)cc3)n3ncnc3N2)cc1 (stereo unspecified),-1,-1.1,0,-1.0,6,-0.3,1,-1.9,2,0,0.1
N#CCCCN1C(=O)C(=C(C#N)C#N)c2ccccc21,-3,-0.7,-2,-0.7,-3,-0.2,2,1.1,-4,2,-0.6
Nc1ccc(N=Nc2ccccc2Cl)c(N)n1,0,-0.7,-10,2.9,16,10,7,2.1,7,7.9*,1.4
Cc1noc(C)c1COC(=O)CCc1ccc(S(=O)(=O)N2CCCCC2)cc1,-1,-0.8,-4,-0.1,-2,-1.8,-4,-0.6,3,3,0.6
Cc1ccccc1N1CC(C(=O)Nc2ccncc2)CC1=O (stereo unspecified),0,-1.0,0,0.2,2,-0.7,-2,0.7,0,-1,-0.2
CC(C)(C)NC(=O)C(=O)NN=C1CCCCCCCCCCC1,4,-1.4,-5,0.7,0,-1.7,0,-1.5,0,4,-0.3
SMILES,PLCb3 inh,ssDAF12 agonist,MBD2 DNA inh,DAX1 inh-1,NR1D1 modulator,hgDAF-12 ag,ADAM17 inh,hcDAF-12 act,PLC-gamma1 inh,SMARCA2 activ,DAX1 inh-2
O=C(c1cc(S(=O)(=O)N2CCOCC2)ccc1F)N1CCc2ccccc21,-4,-0.2,6,-1.5,3,-3.1,-3,2.8,0,-4,-0.6
COC(=O)N(C)c1ccccc1C(=O)N1CCOCC1,0,-0.8,-3,-2.5,5,-1.0,0,2.8,-4,-3,0.5
Cc1cc(=O)[nH]c(NN=C(CC(C)C)CC(C)C)n1,-1,-1.4,2,3.2,3,-1.2,-2,0.0,0,-4,0.1
COc1ccc(/C=C(\NC(=O)c2ccccc2)C(=O)N/N=C/c2sccc2C)cc1,-38,-1.0,-7,0.1,1,0.3,2,-1.2,-32,0,-0.6
O=C(NCCO)Nc1ccc2nsnc2c1,i,-1.1,-2,-2.2,0,-0.9,-150,-1.1,i,-1,0.4
CCOC(=O)c1sc2ccccc2c1OC(=O)c1ccccc1OC,-10,-1.5,-1,-0.1,7,-2.0,6,0.2,-10,-2,-0.4
Cc1cccc(Cn2cnc3c(nnn3Cc3ccc(Cl)cc3)c2=O)c1,7,-1.3,2,-0.5,-5,-2.9,4,-0.5,2,3,-1.2
COc1ccc(CC(N)c2csc(Nc3cnccn3)n2)cc1 (stereo unspecified),-7,-0.8,0,nt,8,3.2,2,-1.5,-2,4,-2.8
CSCCC1NC(=O)N(CC(=O)Nc2c(C(C)C)cccc2C(C)C)C1=O (stereo unspecified),-8,-1.6,1,-0.3,-4,1.4,-6,-0.1,1,-2,0.0

# Three entries from above, sorted by the value under DAX1 inh-1, ascending.
mol	DAX1 inh-1
COC(=O)N(C)c1ccccc1C(=O)N1CCOCC1	-2.5
O=C(NCCO)Nc1ccc2nsnc2c1	-2.2
Cc1cccc(Cn2cnc3c(nnn3Cc3ccc(Cl)cc3)c2=O)c1	-0.5

# Compound activity from PubChem.
